From PubChem
CAL PDZ FP-1: CAL PDZ peptide-binding inhibitors, primary screen, biochemical, fluorescence polarization, Cer-tagged CAL PDZ, HTS; Golgi-associated PDZ and coiled-coil motif-containing protein (Homo sapiens), Q9HD26; purified CAL PDZ, TMR-peptide fluorescence polarization, 1 h; inhibition, % at 20 µM; 330,000 tested, 0.02% active; AID 504414, 2011;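 active = highest replicate inhibition of at least 40%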;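 also: plate controls were DMSO neutral control wells for no effect and unlabeled competitor peptide control wells for full effect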
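Material – purified CerCALP PDZ construct · Detection – FP readout, S and P plane fluorescence · Measure – percent inhibition from loss of millipolarization · Controls – unlabelled peptide for full inhibition, DMSO wells as neutral · Probe or stimulus – TMR-labelled reporter peptide T*-PRC34 bound in PDZ groove · Times – 1 h at RT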
NSD2 HMT inh: NSD2 histone methyltransferase inhibitors, primary screen, biochemical, AlphaScreen, single concentration, set 2; Histone-lysine N-methyltransferase NSD2 (Homo sapiens), O96028; NSD2 peptide methylation, 120 min; inhibition, % at 12.5 µM; 310,000 tested, 0.54% active; AID 743445, 2014; in the data active = inhibition above about 50%
SR-BI DiI-HDL act: activators of SR-BI mediated DiI-HDL uptake, primary screen, ldlA[mSR-BI] CHO cells, DiI fluorescence. activation, % at 12.5 µM. AID 504775, 2011. 3 h; 100 = double the neutral-control signal. 320,000 tested, 0.096% active;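 active = mean replicate activation of at least 60% and every replicate at or above 60%; inconclusive = mean or all-replicate condition met, but not both; inactive = mean below 60% and not all replicates reaching 60%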;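 also: 0% = median plate neutral-control signal and 100% = twice that signal; values of inactives mirror those of a sister screen read the other way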
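System: CHO ldlA[mSR-BI] cells / Medium: HEPES-buffered (25 mM, pH 7.4) F12 plus 0.5% BSA / Probe or stimulus: labelled HDL, 10 µg/mL / Doses: single compound concentration, delivered by pin transfer / Schedule: 3 h, 37 °C / Measured by: DiI fluorescence, bottom read / Measure: cell-associated DiI fluorescence as measure of HDL uptake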
dFosB act: activators of delta FosB homodimer, primary screen, biochemical, fluorescence polarization, TAMRA-CDK5 oligo, single point | activation, % at 25 µM | 340,000 tested, 0.99% active | purified delta FosB; percent of positive-control signal above neutral wells | Protein FosB (Mus musculus), P13346;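 active = mean activation above about 17%, with every replicate also reaching it, limit read from the data, passing the limit was not always enough; inconclusive = only one of the two conditions met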;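 also: fluorescence polarization rise as delta FosB binds a TAMRA Cdk5 AP-1 oligo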
Target sequence (P13346 whole entry, looked up): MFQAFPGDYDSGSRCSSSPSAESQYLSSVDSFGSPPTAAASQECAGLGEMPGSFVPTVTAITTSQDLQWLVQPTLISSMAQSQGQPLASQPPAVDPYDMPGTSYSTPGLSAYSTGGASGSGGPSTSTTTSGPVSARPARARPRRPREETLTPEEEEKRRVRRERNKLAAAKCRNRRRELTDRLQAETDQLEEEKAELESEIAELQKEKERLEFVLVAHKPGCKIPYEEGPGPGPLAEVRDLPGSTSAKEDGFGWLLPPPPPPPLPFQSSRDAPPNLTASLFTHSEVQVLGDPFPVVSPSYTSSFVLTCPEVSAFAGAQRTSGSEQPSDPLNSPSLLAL
Rtt109 Vps75: inhibitors of C. albicans Rtt109/Vps75 HAT, primary screen, biochemical, ThioGlo CoA-SH fluorescence, plate reader; AID 540336, 2011; purified Rtt109/Vps75, 4 h; 330,000 tested, 0.16% active; inhibition, % at 34.9 µM;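 active = inhibition of at least 50% in every replicate; inconclusive = best replicate reaches 50% inhibition but some replicates fall short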
PfHsp90 yeast 2: growth inhibition of PfHsp90-expressing yeast, primary screen, antimalarial PfHsp90 inhibitor project, S. cerevisiae, BacTiter-Glo luminescence, single point, set 2; BacTiter-Glo ATP, 48 h; yeast lacking PDR1 and PDR3 efflux regulators; AID 504621, 2011; 310,000 tested, 0.32% active; inhibition, % at 9.4 µM;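 active = every replicate shows inhibition above about 80%, whatever the replicate mean, limit read from the data; inconclusive = mean inhibition reaches the set limit but some replicate falls short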;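 also: 0% = DMSO neutral controls and 100% = 20 µM radicicol positive controls; yeast relying on Plasmodium falciparum Hsp90 in place of its own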
PvdQ inh: P. aeruginosa PvdQ acylase inhibitors, primary screen, biochemical, fluorescence, plate reader and imaging, single point. inhibition, % at 10 µM. AID 488965, 2010. 340,000 tested, 0.063% active. purified PvdQ acylase. PvdQ acylase [Pseudomonas aeruginosa LESB58]; in the data active = inhibition above about 30%, passing the limit was not always enough; inconclusive = no clear call, values can overlap the other calls;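 also: 0% = vehicle neutral wells and 100% = reference inhibitor wells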
CAL PDZ FP-2: untagged CAL PDZ binding inhibitors, primary screen, biochemical, fluorescence polarization, HTS; Golgi-associated PDZ and coiled-coil motif-containing protein (Homo sapiens), Q9HD26; purified CAL PDZ, TMR-peptide fluorescence polarization, 1 h; inhibition, % at 24.9 µM; 300,000 tested, 0.92% active; AID 602252, 2012;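 active = mean inhibition of at least 30% with at least half of replicates also reaching 30%; inconclusive = no clear call, values can overlap the other calls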;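 also: 0% = DMSO neutral control and 100% = excess unlabeled competitor peptide PRC23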
SR-BI DiI inh: inhibitors of SR-BI mediated HDL lipid uptake, primary screen, ldlA[mSR-BI] cells, fluorescence, single point; ldlA[mSR-BI] CHO cells, DiI-HDL uptake fluorescence, 3 h; inhibition, % at 12.5 µM; AID 488896, 2010; 320,000 tested, 0.96% active; Scavenger receptor class B member 1 (Mus musculus), Q61009;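 active = mean replicate inhibition of at least 70% and a set share of replicates each scoring 70 or more; inconclusive = meets just one of the two criteria; inactive = fails both criteria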;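 also: 0% = median of neutral control wells and 100% = median of positive control wells; values of inactives mirror those of a sister screen read the other way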
Target sequence (Q61009 whole entry, looked up): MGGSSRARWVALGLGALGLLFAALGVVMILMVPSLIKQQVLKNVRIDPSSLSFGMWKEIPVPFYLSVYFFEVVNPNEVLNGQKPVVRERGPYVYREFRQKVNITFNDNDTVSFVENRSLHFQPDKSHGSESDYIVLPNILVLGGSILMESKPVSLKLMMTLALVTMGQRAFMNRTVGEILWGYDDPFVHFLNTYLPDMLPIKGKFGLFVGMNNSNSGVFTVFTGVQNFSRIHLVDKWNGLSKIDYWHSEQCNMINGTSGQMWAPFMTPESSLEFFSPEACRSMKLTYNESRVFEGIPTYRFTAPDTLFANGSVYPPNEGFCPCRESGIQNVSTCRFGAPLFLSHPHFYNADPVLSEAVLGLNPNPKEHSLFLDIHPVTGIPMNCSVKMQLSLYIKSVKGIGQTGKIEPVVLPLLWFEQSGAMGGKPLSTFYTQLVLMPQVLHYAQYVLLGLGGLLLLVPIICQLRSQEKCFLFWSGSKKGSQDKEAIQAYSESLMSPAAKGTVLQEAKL
MITF act: activators of MITF-driven TRPM1 promoter reporter, primary screen, cell-based, SK-MEL-5, luciferase, single point. SK-MEL-5 TRPM1-promoter luciferase, 24 h; % of positive control, neutral wells = 0. activation, % at 12.5 µM. 300,000 tested, 0.75% active. AID 588334, 2011;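 active = mean activation of at least 80% with every replicate also reaching 80%; inconclusive = mean reaches 80% but some replicate falls short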;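 also: 0% = neutral control wells and 100% = parthenolide positive control wells; values of inactives mirror those of a sister screen read the other way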
Active calls of the source: *; ? = inconclusive; . = not tested or not shown.

Fields: CAL PDZ FP-2, PfHsp90 yeast 2, PvdQ inh, MITF act, SR-BI DiI inh, SR-BI DiI-HDL act, CAL PDZ FP-1, dFosB act, NSD2 HMT inh, Rtt109 Vps75
> O=C(Nn1cnnc1)C(c1ccccc1)c1ccccc1
→ -1, 32, -15, 3, 4, -4, 0.5, 1, 1, 9
> COc1cc(NC(=O)c2ccc(N)nc2)cc(C(=O)Nc2cccc(C(F)(F)F)c2)c1
→ -1, -7, -9, 35, 11, -11, -2.0, -9, ., 10
> COc1ccc(-c2noc(N3CCC(C(=O)Nc4ccccc4OC)CC3)n2)cc1
→ ., -8, 4, ., 67, -67, -0.3, -6, ., 1
> NC(=O)c1cc([N+](=O)[O-])ccc1NCCN1C(=O)c2ccc(C(=O)O)cc2C1=O
→ -3, 19, 7, -5, -8, 8, -1.6, -2, 0, 11
> N#C/C(=C\c1cn(CCOc2ccccc2)c2ccccc12)C(=O)NCc1cccs1
→ -7, 7, -7, -4, 69, -69, 1.1, 7, -2, 2
> COc1ccc(Cl)cc1S(=O)(=O)N1CCCC(C(=O)N2CCCC2)C1 (stereo unspecified)
→ -6, -2, 7, -5, 10, -10, 0.4, -11, 0, 14
> Cc1ccccc1N1CC(C(=O)Nc2ccc3c(c2)OCO3)CC1=O (stereo unspecified)
→ -2, 20, 6, 7, ., ., -2.2, -6, 4, -14
> COc1cccc(NC(=O)NC2CC(=O)N(c3ccc4c(c3)OCCO4)C2)c1 (stereo unspecified)
→ 0, ., 4, -2, -1, 1, -2.7, 3, 1, -1
> COc1ccc(N(C)S(=O)(=O)c2cccc(C(=O)Nc3cccc(C(=O)NC4CC4)c3)c2)cc1
→ -5, -2, -4, ., 43, -43, -0.2, -7, -1, 1
> Cc1ccc(C)c(N2CCN(C(c3ccncc3)c3nnnn3Cc3ccccc3)CC2)c1 (stereo unspecified)
→ 3, 3, -12, -18, -12, 12, 0.1, -8, 3, 1
> COc1cccc(/C=C/C(=O)OCC(=O)c2c[nH]c3ccccc23)c1OC
→ -4, 2, -11, -19, 4, -4, -0.8, -3, ., -5
> CC1(C)CC(=O)C(CC2=C(N)CC(C)(C)CC2=O)=C(N)C1
→ 1, 1, -9, 6, -4, 4, -0.9, -7, -3, -4
> CCCCC(=NCCc1c(C)[nH]c2ccccc12)C1=C(O)CC(c2ccccc2)CC1=O (stereo unspecified)
→ -4, ., -4, 0, 28, -28, -1.8, -3, 0, 0
> O=C(CCCSc1nc2ccccc2[nH]1)NC1CCCCC1
→ -2, -14, 11, 3, -28, 28, -2.0, -8, -1, 56*
> O=c1[nH][nH]c(-c2ccccc2)c1C=Nc1ccc(C(F)(F)F)cc1
→ 4, ., -11, -15, -33, 33, -1.3, -4, 2, -9
> CCOC(=O)c1c(CC(C)C)csc1NC(C)=O
→ ., -12, -9, ., -19, 19, -2.2, -5, 1, -2
> O=C1C(O)CC2c3ccccc3CC3(CCCC3)N12 (stereo unspecified)
→ ., -42, -15, 0, 9, 12, -0.1, -9, ., 4
> COc1ccccc1CCNC(=O)c1c(C)nn(CC(C)C)c1Cl
→ -1, 0, 2, 30, 50, -50, 1.2, -2, -3, -4
> C=CCN1C(=O)/C(=C\c2ccc(C)cc2)N=C1SCC(=O)NCCC
→ -1, 5, -3, 0, 40, -40, -0.6, -2, 3, 0
> Cc1cc(Nc2ccc([N+](=O)[O-])cc2)c2ccccc2n1
→ 5, -4, -4, ., 13, -13, -0.8, 16, 15, -3
> CC(C)(C)NC(=O)C[C@H]1C[C@H](C(=O)N2CCCCC2)[C@@]2(CCc3ccccc3)c3[nH]c4ccc(Cl)cc4c3CCN2C1=O
→ 0, -14, -15, -5, -24, 24, 0.1, -5, ., -8
> CCOC(=O)C(C(C)=O)c1nc(C)nc2c1nnn2Cc1ccccc1Cl (stereo unspecified)
→ -1, -10, 6, 3, 5, -5, -2.2, -4, ., 3
> CCn1cc(C(=O)NCc2ccc(C)cc2)c(=O)c2cc(S(=O)(=O)N(C)C)ccc21
→ 2, 5, -3, 8, 7, -7, 0.0, -22, -6, -4
> CCC(=O)Nc1cc(NC(=O)CSc2ncc(-c3ccc(F)cc3)n2Cc2ccco2)ccc1C
→ -6, -4, -5, 78, 15, -15, -1.3, -12, 2, 3
> Cc1ccc2c(c1)nnn2C1CCN(CC(=O)N2c3ccccc3CC2C)CC1 (stereo unspecified)
→ -1, 12, 7, 6, -7, 7, -2.2, -3, ., -9
> O=C(Cn1c(=O)n(Cc2ccco2)c(=O)c2c3c(sc21)CCCC3)Nc1ccccc1
→ ., 12, -9, 1, -13, 13, -2.6, -7, -1, -4
> CCOc1ncccc1C(=O)Nc1ccc2nc(C)sc2c1
→ -4, 2, 12, 27, ., ., -2.5, -27, 9, ?
> CCc1nnc(NC(=O)C2CCCN(c3nc4ccccc4s3)C2)s1 (stereo unspecified)
→ ., 12, -15, 7, -4, 4, -1.9, -3, -2, 0
> CC(=O)c1ccc(OC2OCCOC2Oc2ccc(C(C)=O)cc2)cc1 (stereo unspecified)
→ 1, -26, -12, -3, -6, 6, -2.2, -2, -4, -3
> CCn1c(SCc2ccc(C(=O)OC)o2)nnc1-c1c[nH]c2ccccc12
→ -4, 5, -9, -11, 1, -1, 0.3, -1, ., 2
> O=C(NN1C(=O)c2ccc(-c3ccc4c(c3)C(=O)N(NC(=O)c3cccnc3)C4=O)cc2C1=O)c1cccnc1
→ -3, 30, -8, 9, -2, 2, -1.3, -7, -2, 3
> C=CCC[C@@H](Cc1ccc(F)cc1)C(=O)OC[C@@H](Cc1ccccc1)NC(=O)[C@@H](CC=C)CC(=O)N[C@@H](CO)Cc1ccccc1
→ 0, 8, -14, -6, 28, -28, 0.6, -14, ., -8
> O=C(c1ccco1)N1CCN(C(=O)c2cc3c(=O)oc4ccccc4c3s2)CC1
→ 9, -6, -6, -4, -1, 1, ., -1, ., 7
> COc1ccc(Cn2cc(C(=O)c3ccccc3)c(=O)c3cc(OC)ccc32)cc1
→ 4, -8, -19, -1, -3, 3, -3.7, -2, ., 4
> COC(=O)c1sccc1NC(=O)CSc1ccccc1NC(=O)CNC(C)C
→ 1, 8, -5, 6, 18, -18, -0.6, -12, 0, -5
> Nc1ccc(S(=O)(=O)Nc2cnc3c(Cl)cccc3n2)cc1
→ -5, -22, -2, 3, -3, 3, -0.3, 7, 0, -2
> c1cc[n+](CCCC[n+]2ccccc2)cc1
→ -1, -3, -1, ., -28, 28, 0.3, 0, 0, 10
> Cc1ccc(-n2[nH]c(=O)c3cccnc32)cc1
→ ., ., 6, -8, -21, 21, 0.2, -2, 3, -6
> Cc1ccccc1CN1[C@@H](CC2CCCCC2)COCCS1(=O)=O
→ -1, -20, -4, 2, -3, 3, -0.1, -2, ., 5
> Cc1ccc(SC[C@H](CC(C)C)N2CCN(CCc3ccccc3)CCC2=O)cc1
→ -4, 12, -12, 63, -29, 29, -0.6, -17, ., 5
> COc1ccc(Cl)cc1NC(=O)NC(C)C(C)(C)C (stereo unspecified)
→ -1, -6, -13, -11, 18, -18, -2.6, -1, -2, 1
> O=C(Nc1ccccc1)C1CCCN1C(=O)Nc1ccccc1[N+](=O)[O-] (stereo unspecified)
→ -5, -4, -11, -17, -9, 9, -0.5, -4, 1, -1
> N#C/C(=C\c1c[nH]c2ccccc12)C(=O)NC1CCCC1
→ -2, -3, 8, 54, 11, -11, ., -5, 0, -3
> Cc1cc(OCCn2cc(/C(N)=N/O)c3ccccc32)ccc1Cl
→ -4, 20, -16, 8, 35, -35, -0.8, -4, -2, 2
> COc1ccc2o/c(=N\O)c(C(=O)Nc3ccc(C)cc3)cc2c1
→ 80*, 12, -23, 25, 39, -39, 0.2, 13, 2, 5
> CCOC(=O)Cc1nn(Cc2nc(-c3ccc(C)cc3)cs2)c(=O)c2ccccc12
→ -4, -5, -6, 6, 11, -11, 0.6, 1, -3, 2
> CC(Oc1cccnc1[N+](=O)[O-])C(=O)Nc1cccc(Cl)c1 (stereo unspecified)
→ -4, ., -24, 18, 32, -32, 0.3, -6, -4, -1
> O=C(Nc1cc(C(F)(F)F)ccc1N1CCCCC1)c1ccc(Br)o1
→ 9, 1, 2, ., 48, -48, -0.7, 0, -2, 25

Of the compounds above, these contain a tert-butyl group.
Fields: CAL PDZ FP-2, PfHsp90 yeast 2, PvdQ inh, MITF act, SR-BI DiI inh, SR-BI DiI-HDL act, CAL PDZ FP-1, dFosB act, NSD2 HMT inh, Rtt109 Vps75
> CC(C)(C)NC(=O)C[C@H]1C[C@H](C(=O)N2CCCCC2)[C@@]2(CCc3ccccc3)c3[nH]c4ccc(Cl)cc4c3CCN2C1=O
→ 0, -14, -15, -5, -24, 24, 0.1, -5, ., -8
> COc1ccc(Cl)cc1NC(=O)NC(C)C(C)(C)C (stereo unspecified)
→ -1, -6, -13, -11, 18, -18, -2.6, -1, -2, 1

Full records, looked up by structure. Values in the order: CAL PDZ FP-2	PfHsp90 yeast 2	PvdQ inh	MITF act	SR-BI DiI inh	SR-BI DiI-HDL act	CAL PDZ FP-1	dFosB act	NSD2 HMT inh	Rtt109 Vps75
Cc1ccc(-n2[nH]c(=O)c3cccnc32)cc1 across the screens: .	.	6	-8	-21	21	0.2	-2	3	-6
Nc1ccc(S(=O)(=O)Nc2cnc3c(Cl)cccc3n2)cc1 across the screens: -5	-22	-2	3	-3	3	-0.3	7	0	-2
CC(Oc1cccnc1[N+](=O)[O-])C(=O)Nc1cccc(Cl)c1 (stereo unspecified) across the screens: -4	.	-24	18	32	-32	0.3	-6	-4	-1
Cc1cc(OCCn2cc(/C(N)=N/O)c3ccccc32)ccc1Cl across the screens: -4	20	-16	8	35	-35	-0.8	-4	-2	2
